Bioassay records: PubChem BioAssay, Broad Institute
DENV2 CPE: inhibitors of DENV2 cytopathic effect | DENV2-infected cells, cytopathic effect rescue, plate reader | CPE inhibition, % at 9.99 µM | actives 1.7% (n = 350,000) | AID 651640; in the data active means CPE inhibition above about 20%, passing the limit was not always enough; inconclusive means no clear call, values can overlap the other calls; tested in BHK-21 cells;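 further: 0% = median of neutral control wells and 100% = median of positive control wells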
F508del corr: correctors of CFTR F508del function in bronchial epithelial cells | AID 720511 | activity (quench increase), % at 7.58 µM | actives 0.36% (n = 350,000) | CFBE cells, YFP halide quenching; stimulated with forskolin plus potentiator P3; % fluorescence drop versus neutral controls;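 active means mean added fluorescence quench of at least 8% versus neutral control, with both replicates also reaching 8%; inconclusive means only one of the mean or replicate conditions met; inactive means mean below 8% and not both replicates reaching 8%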;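 further: cells transiently co-express mutant CFTR-F508del with the halide-sensitive YFP; corrector assay measuring rescue of mutant channel to the surface after 24 h compound exposure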
EWS-Fli block: inhibitors of EWS/Fli oncoprotein transcriptional activity | inhibition, % at 12.6 µM | AID 651661 | actives 0.67% (n = 350,000) | A673 NR0B1-luciferase reporter, viability-normalised;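 active means mean inhibition of at least 50% after viability correction, with every replicate also passing that limit; inconclusive means mean reaches 50% but only one of two replicates passes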;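 further: firefly luciferase signal divided by Alamar Blue viability fluorescence both relative to DMSO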
miR122 inh: inhibitors of miR-122 in Huh7 cells; actives 0.3% (n = 340,000); Huh7 miR-122 Renilla luciferase sensor, 48 h; neutral wells = 0, positive control = 100; AID 602342; activation (reporter increase), % at 12.5 µM;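 active means mean replicate activation score at least 90 and every replicate individually at or above 90; inconclusive means only one of the two criteria met; inactive means neither criterion met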;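 further: higher luciferase means less miR-122 activity so hits act as miR-122 inhibitors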
PAX8 inh HTS: PAX8 transcriptional activity inhibition; RMG-I TPO-luciferase reporter, SteadyGlo, 24 h; inhibition, % at 12.6 µM; actives 1.2% (n = 360,000); AID 652154;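 active means mean replicate inhibition at least 60% with every replicate also reaching 60%; inconclusive means only one of the two criteria is met; inactive means mean below 60% and not all replicates reaching 60%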;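 further: luciferase light reporting Pax8 driven TPO promoter activity; plate controls were median of neutral control wells for no effect and mitoxantrone controls for full effect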
GSIS activator: primary screen for activators of insulin secretion dependent on glucose, INS-1E cells, GLuc reporter luminescence; INS-1E GLuc reporter insulin secretion, 2-3 h; activation, % at 16.6 µM; actives 0.61% (n = 370,000); AID 743287;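 active means lowest replicate activation of at least 40%, so every replicate reaches that level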;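 further: 0% = median of neutral control wells and 100% = median of IBMX positive control wells; some compounds called inactive have numbers as strong as hits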
FN deposition inh: fibronectin deposition inhibition; AH1F fibroblasts, Alexa488-fibronectin deposition fluorescence, overnight; inhibition, % at 12.6 µM; actives 0.086% (n = 350,000); AID 743247;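 active means mean inhibition across replicates of 30% or more, regardless of how many single replicates reach that level; inconclusive means mean under 30% yet at least half of replicates reach 30%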;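 further: positive control wells lacked labelled fibronectin entirely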
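Assay system: AH1F fibroblasts assembling fluorescent fibronectin matrix; Amount: 10000 AH1F cells per well; Buffer or medium: DMEM, 2% serum; Probe or stimulus: Alexa488-fibronectin, 24 nM final in well; Doses: single compound dose, delivered by pin transfer; Incubation: 1 h adhesion, overnight exposure; Measured by: fluorescence 485/525 nm; Read-out: fibronectin deposition inhibition.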
Starred values were filed as active, the others as inactive; ? = inconclusive; . = not tested or not shown; & = joins results of further samples; [ ] = another dose, or the depositor's remark. Rows are unselected (roughly 3.9% active in at least one column).

SMILES	DENV2 CPE	F508del corr	EWS-Fli block	miR122 inh	PAX8 inh HTS	GSIS activator	FN deposition inh
CCC(=O)N[C@H]1CC[C@@H](CC(=O)NCc2ccccc2F)O[C@@H]1CO	5	-3.8	5	.	10	7	.
CCCCCCOc1ccc(NC(=O)CC2C(=O)N(CC)C(=S)N2Cc2ccco2)cc1 (stereo not drawn)	.	.	.	.	1	-28	-5
Cc1ccc(N(Cc2ccc(C(=O)Nc3ccccc3C(=O)NCc3ccco3)cc2)S(C)(=O)=O)cc1C	3	1.1	5	29	.	-5	.
Cc1noc(C)c1S(=O)(=O)Nc1ccc2c(c1)CC(=O)N([C@H](C)CO)C[C@@H](C)[C@@H](CN(C)Cc1ccc(C(F)(F)F)cc1)O2	6	0.8	8	-3[16.7 µM]	.	-5	.
CCOC(=O)N1CCN(C(=O)c2ccc3c(c2)N(Cc2ccc(C)cc2)CCS3)CC1	.	.	.	.	17	-24	-1
Cn1c(NC(=O)c2ccccc2)c(-c2cccs2)c(=O)c2ccccc21	.	.	.	1	.	11	-5
CC(C)c1ccc(NS(=O)(=O)c2cn(C)c(=O)n(C)c2=O)cc1	-4	-4.0	1	.	9	18	10
COc1cccc(C(=O)NNC2=C(C(=O)C(F)(F)F)CCC2)c1	8	-2.4	-16	3	-18	.	-1
C[C@H]1CN([C@@H](C)CO)C(=O)Cc2cc(NC(=O)Nc3ccccc3)ccc2O[C@H]1CN(C)S(=O)(=O)c1cccs1	33*	0.2	1	-11[16.7 µM]	30	-17	.
CCOC(=O)N1CCN(S(=O)(=O)c2ccc(C(=O)NNc3nc4c(C)cc(C)cc4s3)cc2)CC1	-2	1.4	-12	7	52	.	6
O=C(CSc1nc2ccccc2c(=O)n1CC1CCCO1)NCC1CCCO1 (stereo not drawn)	.	.	.	-1	.	38	1
COCCN(C(=O)COC(=O)c1cccc2ccccc12)c1c(N)n(Cc2ccccc2)c(=O)[nH]c1=O	1	-0.7	1	.	10	3	2
O=C(Cc1ccccc1)NNC(=O)C1CC=CCC1 (stereo not drawn)	-3	1.7	4	.	-75	0	5
OCCN1CCOCCOCCN(CCO)CCN(CCO)CC1	.	.	.	-6	13	.	-7
Cc1cccc(NC(=O)CCS(=O)(=O)c2ccc3c(c2)oc(=O)n3C)c1	-7	1.0	.	-8	-11	0	1
C[C@H]1CN([C@@H](C)CO)C(=O)c2cc(-c3ccccc3)cnc2O[C@H]1CN(C)C(=O)c1cccnc1	1	0.8	-24	0[16.7 µM]	-8	14	2
COc1ccc2c3c([nH]c2c1)[C@H](CO)N(Cc1ccncc1)CC31CN(C(=O)Cc2ccncc2)C1	-8	-3.1	-3	.	.	-6	.
O=C(Nc1cc(F)ccc1F)N[C@@H]1CC[C@@H](CCn2cc(C3CC3)nn2)O[C@@H]1CO	0	-2.0	5	-10[16.7 µM]	-9	-13	-3
CC(CN1CCOCC1)OC(=O)/C=C/c1ccccc1 (stereo not drawn)	4	0.6	-5	0	-9	11	-4
CNC[C@H]1Oc2c(NC(=O)c3nc4ccccc4s3)cccc2C(=O)N([C@@H](C)CO)C[C@@H]1C	4	0.6	-4	4[16.7 µM]	-4	20	15
CC(NC(=O)c1ccc(Br)s1)C1CCCO1 (stereo not drawn)	14	0.6	-2	-4	.	4	.
CC1CCCN(C(=O)CN(C)S(=O)(=O)c2cccc3nsnc23)C1 (stereo not drawn)	-10	0.8	.	-4	-10	5	5
OCC1OC(c2ccc(OCc3ccccc3)cc2OCc2ccccc2)C(O)C1O (stereo not drawn)	7	-1.8	-4	0	11	-5	-3
CC(C)C(OC(=O)c1ccc(Cl)nc1)C(=O)NC1CCCCC1 (stereo not drawn)	-3	0.0	.	.	-11	1	-2
COc1ccc(S(=O)(=O)N(C)C[C@@H]2Oc3ccc(NC(=O)CCCN(C)C)cc3CC(=O)N([C@@H](C)CO)C[C@@H]2C)cc1	-8	1.9	-9	1[16.7 µM]	-4	14	-11
C[C@@H]1CN([C@H](C)CO)C(=O)c2cc(C#CC3CC3)cnc2O[C@H]1CN(C)S(C)(=O)=O	-5&-7&-3	-5.1&0.3&-3.5	-10&-5&-8	5	-5&-5	10	1&3
CCCCn1c(N)c(N(Cc2ccccc2OC)C(=O)C(C)Oc2cccc(Cl)c2)c(=O)[nH]c1=O (stereo not drawn)	-11	3.5	1	5	-5	-27	-6
CC(C)c1ccc(Nc2nc(N3CCOCC3)nc(N3CCOCC3)n2)cc1	-4	1.0	6	-2	2	-37	.
CCCNC(=O)N1CCC2(CC1)CN(Cc1cccc(OC)c1)[C@@H](CO)c1[nH]c3cc(OC)ccc3c12	-3	1.4	1	.	.	1	4
CCCc1nc(SCc2cccnc2)c2c(=O)n(C)c(=O)n(C)c2n1	-6	3.1	9	2	35	-1	23
N#CCCN(Cc1ccccc1)C(=O)c1nccnc1C(=O)O	-2	0.0	10	4	16	45	-1
C=CCNCCOCCOc1ccc(C)cc1Br	.	.	.	.	-19	16	9
Cc1ccc(-c2cc(C(F)F)n3ncc(C(=O)N4CCCc5ccccc54)c3n2)cc1	.	.	.	-2	-17	.	-8
O=C(COC(=O)CNS(=O)(=O)/C=C/c1ccccc1)Nc1cccc2ccccc12	.	.	.	.	10	-2	-9
COc1ccc(OC)c(NC(=O)Cn2c(C)nc3ccccc3c2=O)c1	-3	-4.7	8	-5	6	11	-4
O=C(NCC(c1cccs1)N1CCOCC1)c1cc(S(=O)(=O)N2CCOCC2)ccc1F (stereo not drawn)	5	-0.4	1	.	0	9	15
CC1CCN(CC(=O)Nc2cc(C(F)(F)F)ccc2Cl)CC1	?	-0.9	-3	-7	36	.	7
O=C(COC(=O)Cc1ccc(F)cc1)NC1CCCCC1	-2	2.2	5	-12	-14	.	-1
Cc1noc(C)c1NC(=O)N(C)C[C@@H]1Oc2ncc(C#CCC(C)C)cc2C(=O)N([C@H](C)CO)C[C@H]1C	-3	-1.4	-12	-2[16.7 µM]	-1	4	.
O=C(NCC1CC1)[C@H]1[C@H](CO)[C@H]2Cn3c(ccc(C4=CCCC4)c3=O)[C@@H]1N2CCC(F)(F)F	-2	.	-8	.	-11	-1	.
CSCCC(NC(=O)c1ccc(Cl)cc1Cl)C(=O)NCC(c1cccs1)N(C)C (stereo not drawn)	-3	2.1	4	0	8	-15	-1
CCCNC(=O)N1[C@H](CO)[C@@H]2c3ccccc3N(C(=O)CC)C[C@@H]21	15	-1.1	-5	8[16.7 µM]	-4	17	.
COc1ccc(S(=O)(=O)Nc2ccc3c(c2)CC(=O)N([C@@H](C)CO)C[C@H](C)[C@@H](CN(C)S(=O)(=O)c2cn(C)cn2)O3)cc1	-6	-0.9	-3	-5[16.7 µM]	-4	1	-9
O=C(Nc1ccccc1)N1CCCCN2[C@H](C1)[C@@H](c1ccc(C3=CCCCC3)cc1)[C@@H]2CO	-31	1.0	-11	0[16.7 µM]	18	-18	.
O=C(Nc1ccccc1F)N[C@@H]1CC[C@H](CCNC(=O)C2CCCC2)O[C@H]1CO	26*	-0.6	2	-9[16.7 µM]	10	2	-1
O=C(Nc1cccnc1Cl)c1cccnc1Cl	.	.	.	-2	0	.	0
Cc1ccccc1S(=O)(=O)N1C[C@H]2[C@H]3C(=O)N(c4ccccc4)C(=O)[C@H]3CC(=O)[C@H]2[C@@H]1c1ccc(Cl)cc1	-6	-1.3	0	0	-6	.	-13
C[C@H]1CN([C@@H](C)CO)C(=O)Cc2cc(NC(=O)CCC(F)(F)F)ccc2O[C@@H]1CN(C)Cc1ccc2c(c1)OCO2	17	1.8	-3	-7[16.7 µM]	37	-14	.
COc1ccccc1/C=N/NC(=O)c1ccc(-c2ccccc2)cc1	.	.	.	.	-21	20	7
CCN(CC)c1c([N+](=O)[O-])c(=O)n(C)c2ccccc12	2	0.3	-11	.	11	16	6

3 compounds out of the list, arranged by SMILES length, descending.
SMILES	DENV2 CPE	F508del corr	EWS-Fli block	miR122 inh	PAX8 inh HTS	GSIS activator	FN deposition inh
CCOC(=O)N1CCN(C(=O)c2ccc3c(c2)N(Cc2ccc(C)cc2)CCS3)CC1	.	.	.	.	17	-24	-1
CCCc1nc(SCc2cccnc2)c2c(=O)n(C)c(=O)n(C)c2n1	-6	3.1	9	2	35	-1	23
OCCN1CCOCCOCCN(CCO)CCN(CCO)CC1	.	.	.	-6	13	.	-7

The listing continues.
SMILES	DENV2 CPE	F508del corr	EWS-Fli block	miR122 inh	PAX8 inh HTS	GSIS activator	FN deposition inh
Cc1ccc2oc(C(=O)NCc3ccccc3)cc(=O)c2c1	2	-1.7	19	2	-6	8	3
Cc1ccc(N(C)S(=O)(=O)c2ccc(-c3cnc(C4CC4)o3)cc2)cc1	-4	8.3*	52*	31	41	-6	-14
Cc1noc(C)c1NC(=O)Nc1ccc2c(c1)C(=O)N([C@H](C)CO)C[C@H](C)[C@@H](CN(C)CC1CCCCC1)OCCCC[C@H](C)O2	8	-2.3	3	-8[16.7 µM]	.	10	.
CCc1csc(CCNC(=O)C2CCC(=O)N(Cc3cccc(C(F)(F)F)c3)C2)n1 (stereo not drawn)	-1	-2.8	.	-2	-5	0	4
COc1ccccc1S(=O)(=O)N[C@@H]1CC[C@H](CC(=O)N2CCOCC2)O[C@@H]1CO	3	0.3	-1	.	3	9	.
CC1=CC2=NC(=O)CC(C)(C(=O)N(CC(=O)NC3CCCC3)c3ccccc3C)N2C=C1 (stereo not drawn)	1	-0.4	-5	-11	-2	31	-11
N#C[C@H]1[C@H](c2ccc(C#CC3CCCCC3)cc2)[C@@H](CO)N1S(=O)(=O)c1ccccc1	1	-1.6	9	.	68*	-2	-8
COc1ccc(S(=O)(=O)N2CCC(NC(=O)OCc3c(Cl)cccc3Cl)CC2)cc1	.	.	.	0	29	.	-5
C=CCN1C(=O)c2ccc(C(=O)N(C)CC(=O)Nc3ccc(Br)cc3C)cc2C1=O	11	-0.9	2	-6	10	0	1
O=C(COC(=O)c1ccc([N+](=O)[O-])o1)NCc1ccc2c(c1)OCO2	-3	4.9	-15	.	-2	-8	6
CCn1cc(/C=N/NC(=O)c2ccc(C#N)cc2F)c2ccccc21	.	.	.	5	.	3	-12
COc1ccc(S(=O)(=O)N(C)C[C@@H]2Oc3ccc(NC(=O)Nc4cccc5ccccc45)cc3C(=O)N([C@H](C)CO)C[C@H]2C)cc1	.	0.5	3	-1[16.7 µM]	.	7	10
CO[C@H]1CN(C)C(=O)c2ccc(NC(C)=O)cc2OC[C@@H](C)N(C(=O)c2ccncc2)C[C@@H]1C	-5	-1.9	1	12[16.7 µM]	.	10	-5
O=C(NCC[C@@H]1CC[C@@H](NS(=O)(=O)Cc2ccccc2)[C@@H](CO)O1)C1CCOCC1	12	1.4	-8	.	-9	12	.
COc1ccc2c3c([nH]c2c1)[C@@H](CO)N(C(=O)Nc1ccc(F)cc1)CC31CCN(S(=O)(=O)c2ccccc2)CC1	71*	5.1	-5	.	.	-4	.
CC(NC(=O)c1noc2c1CCCC2)c1ccccc1 (stereo not drawn)	.	.	.	8	.	1	0
O=C(N/C(=C/c1cccc(Br)c1)C(=O)N1CCCCC1)c1ccco1	-12	-3.9	-6	5	12	-1	-5
N#Cc1cccc(NC(=O)c2cc(C3CCCCN3C(=O)c3ccc4c(c3)CCO4)on2)c1 (stereo not drawn)	1	-3.4	6	2	8	-14	-1
O=C(CN1CCN(Cc2ccccc2)CC1)N/N=C/c1c[nH]c2ccccc12	.	.	.	.	20	-3	-1
CCCNC(=O)N[C@H]1CC[C@H](CCn2cc(C3CCCCC3)nn2)O[C@H]1CO	-8	1.7	1	12[16.7 µM]	-11	11	-2
CCOC(=O)N1CCN(c2ccncc2S(=O)(=O)N2CCCCC2)CC1	-3	0.0	1	6	10	18	1
